Source: PubChem BioAssay (several laboratories)
GalR3 antag – antagonists of human GalR3 | 360,000 tested, 0.44% active | HEK293 GalR3-CNG cAMP membrane potential fluorescence; galR3 body fused to GalR1 C-terminus | inhibition, % at 3 µM;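 active means inhibition above the screen-wide average plus 3 SD, cut at about 13% in these data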;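 further: forskolin and galanin both at EC90 stimulate the cells; cAMP rise reported by CNG channel membrane potential dye signal; 0% = forskolin plus galanin with DMSO and 100% = forskolin alone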
OXTR agonist – human OXTR agonism | 320,000 tested, 0.32% active | P30559 | activation, % at 3 µM | CHO-OTR cells, Fluo-8 calcium fluorescence; normalized: DMSO 0%, oxytocin 100%;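 active means activation above the mean of all tested compounds plus 3 SD, cutoff set per screening run, cut at about 20% in these data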;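 further: peak over basal fluorescence ratio from a 100 s FLIPR kinetic read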
HCV NS3 hel inh – inhibitors of Hepatitis C virus NS3 helicase; NS3 helicase DNA unwinding, Cy5 molecular beacon fluorescence; inhibition, % at 10.9 µM; 290,000 tested, 0.56% active;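 active means inhibition above the mean of all tested compounds plus 3 SD, set per campaign, cut at about 35% in these data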;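 further: 0% = DMSO wells and 100% = thioflavine S control wells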
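Measured by: Cy5 fluorescence, 0 and 60 min reads / Assay system: NS3 helicase fragment of HCV / Control set: low DMSO, high thioflavine S at 110 µM / Times: 1 h reaction at 25 °C, ATP-initiated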
PHOSPHO1 inh – inhibitors of human PHOSPHO1 phosphatase | Q8TCT1 | recombinant PHOSPHO1, absorbance phosphatase assay | inhibition, % at 13.3 µM | 290,000 tested, 1.1% active; in the data active means inhibition above about 60%
Target sequence (Q8TCT1 whole entry, looked up): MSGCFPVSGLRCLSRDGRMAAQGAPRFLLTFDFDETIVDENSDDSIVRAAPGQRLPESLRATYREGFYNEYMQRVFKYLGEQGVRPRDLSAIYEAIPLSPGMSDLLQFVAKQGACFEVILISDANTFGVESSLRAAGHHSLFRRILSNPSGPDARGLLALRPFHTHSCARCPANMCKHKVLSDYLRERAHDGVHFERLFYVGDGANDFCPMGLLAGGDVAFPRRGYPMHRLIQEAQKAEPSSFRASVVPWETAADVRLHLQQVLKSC
VIM-2 inhibitor – inhibitors of Pseudomonas aeruginosa VIM-2 metallo-beta-lactamase; 290,000 tested, 0.89% active; AID 1527; inhibition, % at 5.6 µM; purified VIM-2, nitrocefin hydrolysis, epi-absorbance fluorescence;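 active means inhibition above the mean of all tested compounds plus 3 SD, cutoff set per screening run, cut at about 7.5% in these data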;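 further: red hydrolysis product quenches plate fluorescence so inhibitors raise well fluorescence; 0% = enzyme with DMSO and 100% = DMSO without enzyme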
V1R ag counter – counter-screen for oxytocin receptor agonists: human V1a receptor agonists; P37288; CHO-V1R cells, Fluo-8 calcium fluorescence, agonist mode; 0% DMSO, 100% 3 nM vasopressin; activation, % at 3 µM; 320,000 tested, 0.25% active; AID 2797;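 active means activation above the mean activation of all tested compounds plus 3 SD, per screening run, cut at about 20% in these data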;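 further: signal is peak over basal fluorescence ratio across a 100 second FLIPR read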
Target sequence (P37288 whole entry, looked up): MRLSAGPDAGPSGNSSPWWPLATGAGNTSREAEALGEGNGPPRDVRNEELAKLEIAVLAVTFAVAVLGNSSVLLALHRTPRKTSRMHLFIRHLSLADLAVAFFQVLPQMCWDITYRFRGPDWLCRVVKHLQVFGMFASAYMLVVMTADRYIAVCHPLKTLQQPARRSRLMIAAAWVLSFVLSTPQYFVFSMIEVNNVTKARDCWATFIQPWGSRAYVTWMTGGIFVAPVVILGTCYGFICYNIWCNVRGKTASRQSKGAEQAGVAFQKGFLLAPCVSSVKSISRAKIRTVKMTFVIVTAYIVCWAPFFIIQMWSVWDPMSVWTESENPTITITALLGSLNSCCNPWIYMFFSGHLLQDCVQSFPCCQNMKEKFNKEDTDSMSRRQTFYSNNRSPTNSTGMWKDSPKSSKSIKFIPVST
GPR7 antagonist – human neuropeptides B/W receptor 1 antagonism | P48145 | GPR7-expressing cells, fluorescence antagonist assay | inhibition, % at 4.4 µM | 290,000 tested, 1.1% active | AID 1861; in the data active means inhibition above about 16%, passing the limit was not always enough;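 further: cells stimulated with the agonist NPW; 0% = agonist with vehicle and 100% = vehicle without agonist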
Target sequence (P48145 whole entry, looked up): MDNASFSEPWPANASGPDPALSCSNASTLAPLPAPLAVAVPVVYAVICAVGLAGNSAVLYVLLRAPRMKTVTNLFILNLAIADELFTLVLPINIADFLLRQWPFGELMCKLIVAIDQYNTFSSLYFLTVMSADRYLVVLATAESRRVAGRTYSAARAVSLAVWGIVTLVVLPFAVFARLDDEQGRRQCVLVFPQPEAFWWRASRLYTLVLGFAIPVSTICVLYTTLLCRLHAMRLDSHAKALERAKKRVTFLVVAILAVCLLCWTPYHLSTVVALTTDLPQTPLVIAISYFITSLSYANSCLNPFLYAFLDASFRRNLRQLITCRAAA
DNA FID counter – counter-screen for HCV NS3 helicase inhibitors: DNA intercalator displacement | DNA fluorescent intercalator displacement, fluorescence | inhibition, % at 7.9 µM | 290,000 tested, 0.17% active; in the data active means inhibition above about 37%;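 further: 0% = vehicle and 100% = reference compound; higher means more ethidium bromide displaced from hairpin DNA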
IMP-1 inh – inhibitors of Pseudomonas aeruginosa IMP-1 metallo-beta-lactamase. purified IMP-1, nitrocefin hydrolysis, epi-absorbance fluorescence. inhibition, % at 5.6 µM. 290,000 tested, 0.45% active;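 active means inhibition above the mean plus 3 SD of all compounds in the same screening run, cut at about 4.5% in these data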;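 further: 0% = IMP-1 with DMSO and 100% = DMSO wells lacking enzyme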
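System: purified IMP-1 / Input: IMP-1 dispensed at 0.2 nM / Medium: 50 mM HEPES pH 7.1, 50 µM ZnSO4, 0.05% Brij 35 / Timing: 15 min enzyme–compound preincubation, then 25 min nitrocefin reaction, 25 °C / Technique: plate fluorescence quenching by hydrolysis product, ex 480/em 530 nm / Repeats: singlicate testing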
* marks the source's active call; other numbers are inactive results.

How did O=C(c1ccco1)N1CCN(C(c2cccs2)c2sc3ncnn3c2O)CC1 (stereo unspecified) do in these assays?
OXTR agonist: 0.5; HCV NS3 hel inh: 1.8; PHOSPHO1 inh: 12.2; VIM-2 inhibitor: -1.9; V1R ag counter: 0.1; GPR7 antagonist: -3.7; DNA FID counter: -11.8; IMP-1 inh: -2.3

How did O=C(Cc1ccc(Cl)cc1Cl)OCC(=O)N1CCN(C(=O)c2ccco2)CC1 do in these assays?
GalR3 antag: -5.2; OXTR agonist: 0.3; HCV NS3 hel inh: 4.4; PHOSPHO1 inh: 31.7; VIM-2 inhibitor: -0.9; V1R ag counter: 3.0; GPR7 antagonist: -2.8; DNA FID counter: -24.0; IMP-1 inh: -3.0

How did O=c1cc(-c2c(F)c(F)c(F)c(F)c2F)oc2c(F)c(F)c(F)c(F)c12 do in these assays?
OXTR agonist: -1.9; HCV NS3 hel inh: -7.6; PHOSPHO1 inh: 24.8; VIM-2 inhibitor: -0.6; V1R ag counter: -1.1; GPR7 antagonist: 6.2; DNA FID counter: 3.6; IMP-1 inh: 0.2

What do the screens show for `COc1ccc(C(=O)c2no[n+]([O-])c2C(=O)c2ccc(OC)cc2)cc1`?
GalR3 antag: 2.5; OXTR agonist: 0.7; HCV NS3 hel inh: 3.2; PHOSPHO1 inh: -8.6; VIM-2 inhibitor: -1.6; V1R ag counter: -0.1; GPR7 antagonist: -1.6; DNA FID counter: 4.5; IMP-1 inh: -3.7

What do the screens show for `COCCN(C(=O)c1csnn1)C(C(=O)NC(C)(C)C)c1cccc(OC)c1` (stereo unspecified)?
GalR3 antag: -3.5; OXTR agonist: -0.1; HCV NS3 hel inh: -3.7; PHOSPHO1 inh: 7.0; VIM-2 inhibitor: -0.3; V1R ag counter: -0.2; GPR7 antagonist: -10.6; DNA FID counter: -0.5; IMP-1 inh: -1.9

Results for COc1cc(OC)c(-n2cc(-c3ccc(OC)c(OC)c3)[nH]c2=S)cc1Cl ?
GalR3 antag: -12.5; HCV NS3 hel inh: 4.0; PHOSPHO1 inh: -15.9; VIM-2 inhibitor: -4.8; GPR7 antagonist: 14.8; DNA FID counter: -39.9; IMP-1 inh: -1.6

Results for O=C(C1CCCN(S(=O)(=O)c2cccc3nonc23)C1)N1CCN(c2ccccc2Cl)CC1 (stereo unspecified) ?
GalR3 antag: 0.1; OXTR agonist: 0.2; HCV NS3 hel inh: 1.3; PHOSPHO1 inh: 2.3; VIM-2 inhibitor: -1.8; V1R ag counter: 2.7; GPR7 antagonist: -3.5; DNA FID counter: -3.0; IMP-1 inh: -1.9

How did Cc1csc(NC(=O)CN2C(=O)C3CC=CCC3C2=O)n1 (stereo unspecified) do in these assays?
GalR3 antag: 2.6; OXTR agonist: 1.5; HCV NS3 hel inh: -5.5; PHOSPHO1 inh: -2.7; VIM-2 inhibitor: -1.8; V1R ag counter: -0.5; GPR7 antagonist: -0.2; DNA FID counter: 0.3; IMP-1 inh: -4.1

How did O=C(COC(=O)C1COc2ccccc2O1)Nc1cccc(S(=O)(=O)N2CCCCC2)c1 (stereo unspecified) do in these assays?
GalR3 antag: -4.0; OXTR agonist: 3.6; HCV NS3 hel inh: -0.9; PHOSPHO1 inh: -2.1; VIM-2 inhibitor: -4.5; V1R ag counter: 2.8; GPR7 antagonist: 3.8; DNA FID counter: -5.5; IMP-1 inh: -4.9

Results for CCC(=O)Nc1cccc(NC(=O)c2cccc([N+](=O)[O-])c2C)c1 ?
GalR3 antag: -6.0; OXTR agonist: 1.2; HCV NS3 hel inh: -2.7; PHOSPHO1 inh: 10.8; VIM-2 inhibitor: -0.3; V1R ag counter: 1.4; GPR7 antagonist: -0.3; DNA FID counter: 8.7; IMP-1 inh: 0.4

What do the screens show for `CCc1cccc(NC(=O)CN(C)S(=O)(=O)c2cccs2)c1`?
GalR3 antag: 14.1*; OXTR agonist: -1.3; HCV NS3 hel inh: -0.9; PHOSPHO1 inh: -0.6; VIM-2 inhibitor: -1.0; V1R ag counter: -0.1; GPR7 antagonist: -0.6; DNA FID counter: -16.0; IMP-1 inh: -0.6

What do the screens show for `COc1ccc(-c2nnc(SCC(=O)c3ccc[nH]3)o2)cc1`?
GalR3 antag: -9.1; OXTR agonist: -0.7; HCV NS3 hel inh: 4.1; PHOSPHO1 inh: 22.8; VIM-2 inhibitor: -5.0; V1R ag counter: 0.5; GPR7 antagonist: 8.6; DNA FID counter: -9.5; IMP-1 inh: -2.8

Results for OC1C2(Cc3ccccc3)CN3CCN(C2)CC1(Cc1ccccc1)C3 (stereo unspecified) ?
GalR3 antag: 0.1; OXTR agonist: 0.8; HCV NS3 hel inh: 2.1; PHOSPHO1 inh: -12.4; VIM-2 inhibitor: -0.4; V1R ag counter: 0.0; GPR7 antagonist: 26.6; DNA FID counter: 13.4; IMP-1 inh: 0.4

How did O=[N+]([O-])c1ccc(O)c(C(C#Cc2ccccc2)N2CCOCC2)c1 (stereo unspecified) do in these assays?
GalR3 antag: -5.6; OXTR agonist: 7.7; HCV NS3 hel inh: 13.4; PHOSPHO1 inh: 12.3; VIM-2 inhibitor: -2.1; V1R ag counter: 6.6; GPR7 antagonist: -16.1; DNA FID counter: -0.2; IMP-1 inh: -2.4

What do the screens show for `COC(=O)Cn1c2[n+](c3ccccc31)CC(O)CS2` (stereo unspecified)?
GalR3 antag: -3.6; OXTR agonist: 0.5; HCV NS3 hel inh: -4.8; PHOSPHO1 inh: -6.8; VIM-2 inhibitor: 0.2; V1R ag counter: 5.0; GPR7 antagonist: -6.9; DNA FID counter: 4.8; IMP-1 inh: -2.4

How did CCN(CC)CCCNC(=O)C1CCCN(c2nnc(N3CCCC3=O)s2)C1 (stereo unspecified) do in these assays?
GalR3 antag: -5.3; OXTR agonist: 0.0; HCV NS3 hel inh: -1.7; PHOSPHO1 inh: -3.8; VIM-2 inhibitor: -2.5; V1R ag counter: 1.0; GPR7 antagonist: -2.4; DNA FID counter: 0.8; IMP-1 inh: -2.4

What do the screens show for `COC(=O)Cn1c(=NC(=O)c2cccc(OC)c2)sc2cc(OC)ccc21`?
GalR3 antag: -2.3; OXTR agonist: -1.2; HCV NS3 hel inh: 0.5; PHOSPHO1 inh: -5.2; VIM-2 inhibitor: -1.2; V1R ag counter: 0.3; GPR7 antagonist: -9.0; DNA FID counter: 3.6; IMP-1 inh: -3.2

Results for COc1ccccc1NC(=O)CN1CCCCCC1 ?
GalR3 antag: -9.9; OXTR agonist: -0.7; HCV NS3 hel inh: -3.4; PHOSPHO1 inh: 14.4; VIM-2 inhibitor: 0.9; V1R ag counter: -0.1; GPR7 antagonist: -10.1; DNA FID counter: -6.3; IMP-1 inh: -0.4

What do the screens show for `COc1ccc(C[C@H]2CN3C(=NC[C@@H]3Cc3ccccc3)N2CCNC(=O)CCC2CCCCC2)cc1`?
GalR3 antag: -6.6; OXTR agonist: -0.2; HCV NS3 hel inh: -67.4; PHOSPHO1 inh: 17.7; VIM-2 inhibitor: -2.0; V1R ag counter: 0.8; GPR7 antagonist: 37.2*; DNA FID counter: 16.9; IMP-1 inh: -1.8

What do the screens show for `COc1ccc(C)cc1NC(=O)CN1CCN(CC(=O)Nc2ccccc2F)CC1`?
GalR3 antag: 3.8; OXTR agonist: -0.7; HCV NS3 hel inh: 8.2; PHOSPHO1 inh: 7.1; VIM-2 inhibitor: -1.0; V1R ag counter: 0.8; GPR7 antagonist: -5.9; DNA FID counter: 2.5; IMP-1 inh: -2.3

Results for Cc1oc2ccc(OCc3cccc(Cl)c3)cc2c1C(=O)O ?
GalR3 antag: -0.2; HCV NS3 hel inh: 32.3; PHOSPHO1 inh: -3.5; VIM-2 inhibitor: -1.6; GPR7 antagonist: -14.6; DNA FID counter: -26.1; IMP-1 inh: -3.0

How did O=c1[nH]c2cc3c(cc2cc1CN(Cc1nnnn1C1CCCC1)C1CCCC1)OCCO3 do in these assays?
GalR3 antag: 1.4; OXTR agonist: -0.7; HCV NS3 hel inh: -0.7; PHOSPHO1 inh: 0.9; VIM-2 inhibitor: 0.6; V1R ag counter: 0.2; GPR7 antagonist: -0.8; DNA FID counter: -5.0; IMP-1 inh: -2.8

Results for COc1ccc(-c2csc(Nc3ncccn3)n2)cc1C ?
GalR3 antag: -6.2; OXTR agonist: 0.2; HCV NS3 hel inh: 4.3; PHOSPHO1 inh: 32.7; VIM-2 inhibitor: -0.5; V1R ag counter: -0.4; GPR7 antagonist: 2.0; DNA FID counter: -3.7; IMP-1 inh: -1.1

How did COc1ccccc1N1CCN(CC(=O)NCCc2ccc(S(N)(=O)=O)cc2)CC1 do in these assays?
GalR3 antag: -5.9; OXTR agonist: 0.7; HCV NS3 hel inh: 2.2; PHOSPHO1 inh: 15.4; VIM-2 inhibitor: 0.3; V1R ag counter: 0.6; GPR7 antagonist: -9.9; DNA FID counter: -9.0; IMP-1 inh: 0.3

What do the screens show for `CC1=C(C(=O)Nc2cccnc2)C(c2ccccn2)n2nnnc2N1` (stereo unspecified)?
GalR3 antag: -2.8; OXTR agonist: 1.4; HCV NS3 hel inh: 19.0; PHOSPHO1 inh: 7.1; VIM-2 inhibitor: -3.6; V1R ag counter: 1.6; GPR7 antagonist: -3.9; DNA FID counter: -0.4; IMP-1 inh: -1.2

Results for N#Cc1nc(-c2cccs2)oc1NCc1ccc2c(c1)OCO2 ?
GalR3 antag: -3.8; OXTR agonist: 1.4; HCV NS3 hel inh: -7.1; PHOSPHO1 inh: -17.2; VIM-2 inhibitor: 1.7; V1R ag counter: 1.3; GPR7 antagonist: 7.5; DNA FID counter: -1.6; IMP-1 inh: 0.2

How did Cc1occc1-c1nnc(SCC(=O)N(C)C)o1 do in these assays?
GalR3 antag: -7.2; OXTR agonist: 0.9; HCV NS3 hel inh: 3.5; PHOSPHO1 inh: -7.1; VIM-2 inhibitor: -2.1; V1R ag counter: 0.8; GPR7 antagonist: -6.0; DNA FID counter: -1.2; IMP-1 inh: -2.9

What do the screens show for `CCOC(=O)C1(CCOc2ccccc2)CCN(Cc2ccncc2)CC1`?
GalR3 antag: -6.0; OXTR agonist: 3.9; HCV NS3 hel inh: -8.8; PHOSPHO1 inh: -7.9; VIM-2 inhibitor: -4.2; V1R ag counter: 5.7; GPR7 antagonist: -5.4; DNA FID counter: -15.5; IMP-1 inh: -5.0

Results for N#Cc1nc(Cc2cccc3ccccc23)oc1NCc1ccc(F)cc1 ?
GalR3 antag: -1.9; OXTR agonist: -1.3; HCV NS3 hel inh: -6.8; PHOSPHO1 inh: 21.1; VIM-2 inhibitor: 0.4; V1R ag counter: -0.9; GPR7 antagonist: -11.3; DNA FID counter: -8.5; IMP-1 inh: -2.9

How did CCN(CC)CC(=O)Nc1sc2c(c1C(=O)c1ccccc1OC)CCC2 do in these assays?
GalR3 antag: -8.0; OXTR agonist: -1.9; HCV NS3 hel inh: -1.8; PHOSPHO1 inh: 20.8; VIM-2 inhibitor: -7.0; V1R ag counter: -0.6; GPR7 antagonist: -1.0; DNA FID counter: -8.7; IMP-1 inh: -3.0
